Assay outcomes (PubChem)
TROY signal inh: inhibitors of TROY-driven NF-kB signaling, primary screen, Q293 LMP1-TROYcd cells, NF-kB luciferase, uHTS. Q293 LMP1-TROYcd NF-kB luciferase reporter, 4 h. inhibition, % at 10 µM. 0.98% of 360,000 active. AID 1347056, 2019;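 active means compounds whose plate-normalised and pattern-corrected inhibition of the luciferase reporter signal at the single screening dose is 50% or more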
SRC3 inh: SRC3 coactivator transcriptional activity inhibitors, primary screen, cell-based, luminescence; HEK293 GAL4-SRC3 luciferase reporter; inhibition, % at 3.6 µM; 0.17% of 360,000 active;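 active means inhibition above a per-campaign cutoff, the mean of all compounds plus 3 SD, cut at about 60% in these data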;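 further: 0% = DMSO-treated cells and 100% = gossypol-treated cells at 36 µM; higher means less SRC3-driven luciferase light from the GAL4 reporter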
Target sequence (Q9Y6Q9 whole entry, looked up, the tested form may be a part): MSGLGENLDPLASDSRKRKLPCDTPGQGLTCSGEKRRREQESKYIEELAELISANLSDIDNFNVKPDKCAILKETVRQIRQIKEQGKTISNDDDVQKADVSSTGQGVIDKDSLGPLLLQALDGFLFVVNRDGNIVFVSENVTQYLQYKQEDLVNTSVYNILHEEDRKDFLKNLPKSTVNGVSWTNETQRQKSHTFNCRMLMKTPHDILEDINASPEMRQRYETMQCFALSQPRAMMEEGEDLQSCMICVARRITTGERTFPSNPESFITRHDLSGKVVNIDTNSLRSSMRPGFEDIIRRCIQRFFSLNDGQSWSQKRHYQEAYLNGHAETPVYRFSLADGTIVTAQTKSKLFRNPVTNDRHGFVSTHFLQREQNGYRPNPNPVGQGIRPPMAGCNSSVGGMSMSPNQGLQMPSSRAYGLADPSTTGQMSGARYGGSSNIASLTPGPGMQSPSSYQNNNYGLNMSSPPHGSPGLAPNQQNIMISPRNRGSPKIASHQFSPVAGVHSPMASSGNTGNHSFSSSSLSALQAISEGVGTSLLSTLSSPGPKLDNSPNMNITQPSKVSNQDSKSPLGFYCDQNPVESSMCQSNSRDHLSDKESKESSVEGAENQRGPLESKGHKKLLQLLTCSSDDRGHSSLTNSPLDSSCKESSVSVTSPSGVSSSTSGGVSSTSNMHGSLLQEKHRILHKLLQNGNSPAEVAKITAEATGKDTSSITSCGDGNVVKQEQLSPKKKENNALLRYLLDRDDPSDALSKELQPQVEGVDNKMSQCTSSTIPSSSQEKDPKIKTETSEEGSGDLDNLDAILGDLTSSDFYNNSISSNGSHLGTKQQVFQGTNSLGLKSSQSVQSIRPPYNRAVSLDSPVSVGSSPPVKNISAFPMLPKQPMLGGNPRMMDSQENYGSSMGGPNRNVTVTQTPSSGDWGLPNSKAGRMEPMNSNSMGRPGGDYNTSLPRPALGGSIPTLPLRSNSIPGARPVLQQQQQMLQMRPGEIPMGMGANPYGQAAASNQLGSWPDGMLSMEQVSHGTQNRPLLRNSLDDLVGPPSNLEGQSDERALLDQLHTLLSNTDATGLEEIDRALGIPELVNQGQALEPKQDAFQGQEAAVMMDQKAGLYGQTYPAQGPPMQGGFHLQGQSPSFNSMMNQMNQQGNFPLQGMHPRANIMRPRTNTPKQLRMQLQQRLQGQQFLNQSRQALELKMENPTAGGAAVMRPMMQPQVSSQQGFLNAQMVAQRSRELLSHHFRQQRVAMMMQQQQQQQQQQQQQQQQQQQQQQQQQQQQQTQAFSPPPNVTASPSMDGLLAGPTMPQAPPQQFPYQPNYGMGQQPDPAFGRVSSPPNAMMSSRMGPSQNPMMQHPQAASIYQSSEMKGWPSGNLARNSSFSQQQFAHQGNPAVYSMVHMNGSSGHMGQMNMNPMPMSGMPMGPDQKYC
SRC2 inh: inhibition of GAL4-SRC2 driven luciferase reporter, primary screen, SRC2 inhibitor project, cell-based, luminescence. HEK293 GAL4-SRC2 luciferase reporter. 0.17% of 370,000 active. Nuclear receptor coactivator 2 (Homo sapiens), Q15596. inhibition, % at 9 µM;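 active means inhibition above the mean inhibition of all tested compounds plus 3 SD, set per campaign, cut at about 52% in these data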;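 further: 0% = DMSO treated cells and 100% = cells given Gossypol at 36 µM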
NOD2 RIPK2 PPI: NOD2-RIPK2 binding disruptors in cells, primary screen, fluorescence, CHO cells, BLA complementation; CCF4 ratio; Receptor-interacting serine/threonine-protein kinase 2 (Homo sapiens), O43353; 0.38% of 360,000 active; inhibition, % at 4.98 µM; in the data active means inhibition above about 21%;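 further: 0% = vehicle only and 100% = reference blocker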
SRC1 inh: SRC1 coactivator transcriptional activity inhibitors, primary screen, cell-based, luminescence | 0.12% of 360,000 active | Nuclear receptor coactivator 1 (Homo sapiens), Q15788 | HEK293 GAL4-SRC1 luciferase reporter | inhibition, % at 3.6 µM;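 active means inhibition above the campaign mean plus 3 SD, with each screening campaign given its own cutoff, cut at about 60% in these data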;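 further: 0% = DMSO treated cells and 100% = gossypol at 36 µM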
TWEAK-Fn14 inh: inhibitors of TWEAK-Fn14 signaling, primary screen, luciferase reporter cells, uHTS | 2% of 360,000 active | AID 1159606, 2016 | TWEAK-stimulated Fn14 reporter cells, luciferase luminescence, 8 h | inhibition, % at 10 µM; in the data active means inhibition above about 50%
LRH-1 inv ag: LRH-1 (NR5A2) inverse agonists, primary screen, cell-based, luminescence, HEK293T, StAR-luciferase reporter; Nuclear receptor subfamily 5 group A member 2 (Homo sapiens), O00482; LRH-1 transfected, 24 h; 0.13% of 360,000 active; AID 602396, 2012; inhibition, % at 3.6 µM;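 active means inhibition above the mean inhibition of all tested compounds plus 3 SD, cut at about 73% in these data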;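 further: 0% = DMSO wells and 100% = reporter-only cells lacking LRH-1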
Exocytosis inh: LAMP-1 surface exposure blockers, TALL-104 cells – cell-based, flow cytometry, MLPCN library, primary screen; TALL-104 LAMP-1 surface exposure; cells stimulated with thapsigargin and PMA; inhibition, % at 10 µM; 0.66% of 360,000 active;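 active means inhibition above about 55%, limit read from the data; inconclusive means no clear call, values can overlap the other calls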
ABHD5-PLIN5 inh: ABHD5-PLIN5 interaction inhibitors, primary screen, cell lysate, split luciferase complementation, luminescence; AID 602281, 2012; inhibition, % at 4 µM; 0.78% of 360,000 active; Split G. princeps luciferase complementation, 4 h;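 active means inhibition above the mean inhibition across every tested compound plus 3 SD, cut at about 22% in these data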;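 further: 0% = DMSO only wells and the 100% control is not disclosed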
NR2F2 inh: NR2F2 transcriptional activity inhibitors, primary screen, cell-based, luciferase reporter, HEK293T, luminescence. COUP transcription factor 2 (Homo sapiens), P24468. HEK293T NGFI-A luciferase reporter. inhibition, % at 8.6 µM. 0.7% of 370,000 active. AID 686940, 2013;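 active means inhibition above a per-plate cutoff, mean inhibition of test wells between control levels plus 3 SD, cut at about 38% in these data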;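 further: cells cotransfected with COUP-TFII expression vector driving the NGFI-A reporter; 0% = median of COUP-TF2 test wells and 100% = reporter-only cells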
TLR9-MyD88 inh: inhibitors of TLR9-MyD88 association in cells, primary screen, cell-based, CHO, BLA complementation, fluorescence; Toll-like receptor 9 (Homo sapiens) + Myeloid differentiation primary response protein …; CCF4 FRET ratio; inhibition, % at 4.98 µM; 0.21% of 340,000 active; AID 504734, 2011;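 active means inhibition above the mean over all tested compounds plus 3 SD, cut at about 21% in these data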;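 further: 0% = DMSO only wells and 100% = clavulanate BLA inhibitor control wells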
Active calls of the source: *; ? = inconclusive; . = not tested or not shown; & = joins results of further samples. The list is partial; rates above refer to the full screens.

SMILES | TROY signal inh | SRC3 inh | SRC2 inh | NOD2 RIPK2 PPI | SRC1 inh | TWEAK-Fn14 inh | LRH-1 inv ag | Exocytosis inh | ABHD5-PLIN5 inh | NR2F2 inh | TLR9-MyD88 inh
CCn1c(P(C)(=O)O)nc2ccccc21 | -2 | -11 | -5 | -6 | -38 | 11 | 1 | -2 | 0 | 7 | 3
O=c1[nH]c(=O)n(CCC2=CCCCC2)c(O)c1C=NCCN1CCNCC1 | -10 | -9 | -2 | 0 | -5 | 0 | -1 | -2 | -5 | -3 | 2
CCCC(=O)NC(Oc1ccc(OC)cc1)C(Cl)(Cl)Cl (stereo not drawn) | -23 | 1 | -5 | 12 | -14 | 0 | 27 | -3 | 0 | 4 | 8
CC(C)(C)c1nc(NCc2ccc3c(c2)OCO3)c2nnn(Cc3ccccc3Cl)c2n1 | 3 | 2 | -7 | -7 | 5 | -13 | 3 | 0 | 4 | 8 | -1
Cc1cccc(-n2c(O)c(/C=N/Nc3nc4c(c(=O)n(C)c(=O)n4C)n3C)c(=O)[nH]c2=S)c1 | -18 | 10 | -9 | -12 | -2 | -18 | -6 | 2 | -5 | 1 | -2
Cc1cc(C)[n+](CCCC[n+]2c(C)cc(C)cc2C)c(C)c1 | -10 | -11 | -1 | 5 | -13 | 13 | -10 | 2 | 5 | -8 | 9
O=C1NC(=O)C(=Cc2ccc(-c3ccccc3[N+](=O)[O-])o2)C(=O)N1 | 24 | -1 | -20 | -7 | -13 | -7 | -15 | 76* | 10 | -8 | 1
O=C1NCN(c2ccccc2)C12CCN(C(c1nnnn1Cc1ccccc1)C1CC1)CC2 (stereo not drawn) | 2 | -1 | -16 | -3 | 13 | -2 | 10 | -4 | 12 | 10 | .
COC12CCC3(CC1C(C)(O)C(C)(C)C)[C@H]1Cc4ccc(OC5OC(C(=O)O)[C@@H](O)C(O)[C@H]5O)c5c4[C@@]3(CCN1CC1CC1)C2O5 (stereo partly drawn) | -20 | -1 | 8 | -5 | 10 | 6 | 14 | -5 | 17 | 5 | 1
c1ccc(-c2cc(-c3ccccc3)[n+](-c3ccccc3)c(-c3ccccc3)c2)cc1 | 71* | 66* | 17 | -10 | 35 | 86* | 57 | ? | 10 | 73* | 1
O=C1NCN(c2ccccc2)C12CCN(C(c1ccccc1OC(F)(F)F)c1nnnn1Cc1ccccc1)CC2 (stereo not drawn) | 21 | -1 | 17 | -6 | 9 | 48 | -9 | 2 | -1 | 3 | .
Cc1ccc2[nH]c(C)c(CCNCc3cccnc3)c2c1 | -9 | 11 | 4 | -1 | 7 | 6 | -4 | 0 | 5 | -1 | -5

2 compounds from above, showing only ABHD5-PLIN5 inh and SRC2 inh:
mol | ABHD5-PLIN5 inh | SRC2 inh
CCCC(=O)NC(Oc1ccc(OC)cc1)C(Cl)(Cl)Cl (stereo not drawn) | 0 | -5
c1ccc(-c2cc(-c3ccccc3)[n+](-c3ccccc3)c(-c3ccccc3)c2)cc1 | 10 | 17

Next results
SMILES | TROY signal inh | SRC3 inh | SRC2 inh | NOD2 RIPK2 PPI | SRC1 inh | TWEAK-Fn14 inh | LRH-1 inv ag | Exocytosis inh | ABHD5-PLIN5 inh | NR2F2 inh | TLR9-MyD88 inh
CC12CN3CC(C)(CN(C1)C3c1cccnc1)C2=O (stereo not drawn) | -3 | 8 | -12 | -6 | -13 | -3 | 1 | -2 | 3 | -17 | 3
O=C1NC(=O)C(=Cc2ccc(N3CCOCC3)cc2)C(=O)N1 | -2 | 6 | 27 | -10 | 1 | 26 | -1 | -1 | -2 | 0 | 3
CN1CCC(n2nccc2N)CC1 | 12 | 5 | 9 | -9 | -5 | -6 | -4 | -1 | 1 | -3 | -13
O=C(Cc1ccccc1)NC(Oc1ccccc1Cl)C(Cl)(Cl)Cl (stereo not drawn) | 10 | 6 | -10 | -4 | 4 | -6 | -14 | 2 | -3 | -14 | -10
O=C1CN=C(c2ccc[nH]2)c2cc(Cl)ccc2N1 | 9 | 51 | 53* | -9 | 53 | 44 | 40 | 8 | 1 | 3 | 4
COC(=O)C1=C(c2ccc(OCc3ccccc3)cc2)C[C@@H]2CC[C@H]1N2C(=O)NCc1ccc(N(C)C)cc1 | 27 | 1 | -2 | -5 | 0 | 44 | 4 | 17 | -6 | -4 | -7
COC(=O)C1=C(c2ccc3ccccc3c2)C[C@@H]2CC[C@H]1N2C(=O)NCC1CC1 | 17 | -3 | 16 | 4 | 9 | 11 | 6 | 5 | 2 | -2 | 3
COC(=O)C1=C(c2cccc(C#N)c2)C[C@@H]2CC[C@H]1N2C(=O)NCC1CC1 | -10 | 17 | -3 | -9 | -4 | 8 | 13 | 10 | 3 | -5 | 1
Clc1ccccc1NC1=NCCCS1 | 9 | -27 | 12 | -16 | -3 | 16 | -16 | -8 | 3 | -3 | 2
O=C(Cc1ccccc1)N1CCN(Cc2c[nH]c3ccccc23)CC1 | 7 | -42 | -32 | 0 | -5 | 10 | -10 | -1 | -6 | -5 | -5
COc1ccc(C2C3C=CC(C3)C2C(=O)O)cc1 (stereo not drawn) | -6 | -19 | 13 | -6 | 0 | 1 | -14 | 8 | -1 | -13 | -2
COC(=O)C1=C(c2ccc(F)cc2OCc2ccccc2)C[C@@H]2CC[C@H]1N2C(=O)NCc1ccc(Br)cc1 | 5 | -14 | 10 | -13 | -46 | 16 | -1 | -3 | 19 | -1 | -2
CC(=O)OC1CC2OC3C=C(C)CCC3(C)C1(C)C21CO1 (stereo not drawn) | 84* | 95* | 69* | 25* | 96* | 98* | 103* | 6 | -7 | 85* | .
CC12CCC(=O)CC1CCC1C2C(=O)CC2(C)C1CCC2(C)O (stereo not drawn) | -13 | 9 | 17 | -6 | -7 | 1 | 13 | 3 | 3 | 3 | -3
CNC(=O)NC(O)C(Cl)(Cl)Cl (stereo not drawn) | -23 | -19 | 3 | 2 | 8 | 1 | -11 | 1 | 9 | 16 | 11
CC1(C)C(=O)CC[C@@]2(C)C1=CCC1C2CC[C@]2(C)C(=O)CCC12 (stereo partly drawn) | 14 | 3 | -30 | 2 | 2 | -14 | -8 | -9 | -11 | -10 | -9
CC(=O)Nc1ccccc1C(=O)OCc1ccc(F)cc1 | -11 | -2 | -31 | -2 | -44 | 7 | -27 | -7 | 0 | -35 | 1
C[N+]1(C)[C@@H]2CC(OC(=O)[C@H](CO)c3ccccc3)C[C@H]1[C@@H]1O[C@@H]12 (stereo partly drawn) | 7&-2 | 17&13 | -7&5 | -16&-4 | -9&-2 | 9&1 | -3&8 | 3&-5 | 2&-8 | -2&-11 | -2&4
CCCCn1nnnc1C(c1cccc(OC)c1OC)N1CCC2(CC1)C(=O)NCN2c1ccccc1 (stereo not drawn) | 17 | 6 | -20 | -5 | 4 | 34 | -5 | -2 | 6 | 1 | .
CN1CC[C@@]2(C)c3cc(O)ccc3N(C)C2O1 (stereo partly drawn) | 3 | 15 | . | -3 | -18 | 3 | 3 | -8 | 3 | . | 2
COc1ccc(Br)cc1CNCCc1ccc2c(c1)OCO2 | -4 | 0 | -12 | -6 | 14 | -7 | -12 | 59* | -9 | 17 | 5
CCC1CCC(C)N(N=O)C1 (stereo not drawn) | -1 | -24 | 3 | 2 | 1 | 2 | -4 | 15 | -6 | 4 | -17
Cc1cc(/C=C2/C(=O)NC(=O)N(c3ccc(Br)cc3)C2=O)c(C)n1C | -2 | 20 | -21 | -16 | -8 | -1 | 16 | 5 | 0 | -8 | 3
O=C1NC(=O)C(=Cc2ccc(N3CCN(C(=O)c4ccccc4)CC3)c([N+](=O)[O-])c2)C(=O)N1 | 1 | 3 | -16 | -14 | 2 | 24 | 12 | 0 | 41* | 11 | 4
O=C1NC(=O)C(CCc2ccncc2)(C2CCCCC2)C(=O)N1 | 1 | 2 | 3 | -4 | 14 | 1 | -2 | -3 | 7 | 3 | -8
O=C1C(Br)C2CCC1C2C(=O)O (stereo not drawn) | -11 | -15 | 2 | 3 | 10 | -15 | -24 | 1 | 0 | -3 | -10
O=C(NC1CC2CCCC(C1)N2)c1ccccc1 (stereo not drawn) | 27 | -18 | 21 | 11 | 16 | 14 | 1 | -5 | 2 | -12 | -4
COc1ccc(CN2Cc3cnnn3-c3ccccc3C2C)cc1 (stereo not drawn) | 6 | 8 | -21 | -6 | -3 | 21 | -1 | -6 | 6 | -10 | -1
CCCCOc1ccc(CC2C(=O)N(C)C(=O)N(C)C2=O)cc1 | -9 | -1 | -1 | 9 | 1 | -8 | 5 | 2 | 2 | 9 | -7
Nc1nnc(CCN2CCCCC2)s1 | . | 3 | -24 | -12 | -20 | 28 | -2 | 0 | 1 | -10 | -2
Cc1cccc(C#N)c1 | 10 | -3 | -1 | -10 | -6 | 15 | -1 | 1 | 0 | -3 | 5
CC(=O)O[C@@H]1[C@H]2CC[C@@H]3[C@]1(C[C@@H](OC(C)=O)[C@@]1(O)C([C@@H]4O[C@@H]4C1(C)C)[C@]3(C)O)C[C@@]2(C)O (stereo partly drawn) | -14 | -7 | 1 | -6 | -3 | 8 | -4 | -2 | 7 | 7 | -5
Cc1cc(Cl)ccc1C(=O)C1CCCN(Cc2ccon2)C1 (stereo not drawn) | -6 | -21 | 16 | 1 | -24 | 2 | 7 | 1 | 0 | -1 | -3
CC1CC=CCC12C(=O)NC(=S)NC2=O (stereo not drawn) | -2 | -29 | 0 | -12 | -2 | 0 | 4 | 2 | -7 | -12 | -17
O=C(CCc1ccc(O)cc1)N1C[C@H]2C[C@@H](C1)c1cccc(=O)n1C2 | 4 | 6 | -17 | -6 | 5 | -26 | -19 | -3 | -2 | 4 | -1
C[C@H]1CC2C3CC=C4C[C@@H](O)CC[C@]4(C)C3CC[C@]2(C)[C@H]1O (stereo partly drawn) | 14 | -1 | 25 | -2 | -41 | 1 | -1 | 5 | 9 | 0 | 7
COC(=O)C1=C(c2ccc(OC(F)(F)F)cc2)C[C@@H]2CC[C@H]1N2C(=O)NC(C)C | -5 | 0 | 4 | 7 | 4 | 3 | 10 | 2 | -1 | -8 | 2
Cc1ccc(NP(=O)(Oc2ccccc2F)Oc2ccccc2F)cc1 | 2 | 24 | 11 | 0 | 7 | 28 | 7 | 3 | -7 | 15 | -9
O=C1CC(=O)N(c2cccc(F)c2)C(=O)N1 | -3 | -2 | -46 | 1 | -17 | 15 | 11 | -24 | 16 | -9 | 1
C(=NC1CCCCC1)c1c[nH]c2ccccc12 | 2 | -9 | -1 | -8 | -13 | 9 | 21 | -1 | -5 | -7 | -7
